PV pol inh: poliovirus RNA polymerase inhibition | P03300 | poliovirus polymerase elongation, fluorescence polarization; active compounds read low | % elongation, % (compound at 16.7 µg/mL) | 0.66% of 150,000 active; in the data active = % elongation below about 90%; note: some results filed as inactive read as strong as hits
Target sequence (P03300 1749-2209 limits assumed): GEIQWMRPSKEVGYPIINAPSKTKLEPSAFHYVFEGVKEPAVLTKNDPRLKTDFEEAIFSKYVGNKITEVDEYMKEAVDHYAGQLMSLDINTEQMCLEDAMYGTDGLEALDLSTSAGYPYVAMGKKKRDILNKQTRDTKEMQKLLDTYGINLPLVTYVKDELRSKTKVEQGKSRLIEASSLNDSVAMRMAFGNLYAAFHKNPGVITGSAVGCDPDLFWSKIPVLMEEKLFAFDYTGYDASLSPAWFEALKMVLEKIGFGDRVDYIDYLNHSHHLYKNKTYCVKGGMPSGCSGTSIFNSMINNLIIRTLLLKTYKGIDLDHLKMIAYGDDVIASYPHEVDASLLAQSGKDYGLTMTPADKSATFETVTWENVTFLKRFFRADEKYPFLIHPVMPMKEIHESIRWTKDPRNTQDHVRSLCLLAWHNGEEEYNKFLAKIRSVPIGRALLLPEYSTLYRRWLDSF
PV pol inh FP z-score: recorded beside PV pol inh, whose call it bears; z-score; measured here: FP z-score; hits read low
Numbers without * were called inactive. Only part of the results is shown; the hit share may differ from the screen's.

A first look, two compounds:
What do the screens show for `CC(C(=O)O)N1C(=O)c2ccccc2C1=O` (centres undefined)?
PV pol inh: 100; PV pol inh FP z-score: 0

What do the screens show for `O=C(NCc1ccc2c(c1)CCN2C(=O)c1ccncc1)c1cccc(F)c1`?
PV pol inh: 109; PV pol inh FP z-score: 0.6

The list itself (from the top)
What do the screens show for `CC(C(=O)O)N1C(=O)c2ccccc2C1=O` (centres undefined)?
PV pol inh: 100; PV pol inh FP z-score: 0

What do the screens show for `O=C(NCc1ccc2c(c1)CCN2C(=O)c1ccncc1)c1cccc(F)c1`?
PV pol inh: 109; PV pol inh FP z-score: 0.6

What do the screens show for `CC(C)c1ccc(OCC(=O)Nc2cc(-c3nc4ncccc4o3)ccc2Cl)cc1`?
PV pol inh: 101; PV pol inh FP z-score: -0.3

How did Cn1/c(=N/N=C2\C(=O)Nc3c(Cl)cc(Cl)cc32)sc2ccccc21 do in these assays?
PV pol inh: 136; PV pol inh FP z-score: 3.6

How did CCc1c(C)nc2c(C)cccc2c1Cl do in these assays?
PV pol inh: 102; PV pol inh FP z-score: 0

Results for CNC(=S)Nc1ccc(C(N)=O)cc1 ?
PV pol inh: 102; PV pol inh FP z-score: 0.8

Results for O=C(CSC1CCCC1)c1ccccc1 ?
PV pol inh: 103; PV pol inh FP z-score: -0.4

What do the screens show for `O=C(NCCn1cnc2cccnc21)Nc1ccccc1-c1ccccc1`?
PV pol inh: 89; PV pol inh FP z-score: -2.6

How did O=C(COc1ccc(Cl)cc1Cl)OCC(=O)N1CCCc2ccccc21 do in these assays?
PV pol inh: 104; PV pol inh FP z-score: 1.4

How did CS(=O)(=O)Nc1cc(Cl)ccc1Oc1ccccc1 do in these assays?
PV pol inh: 99; PV pol inh FP z-score: -0.8

What do the screens show for `N#Cc1cccc(CSc2nnc(-c3ccccc3O)n2Cc2ccccc2)c1`?
PV pol inh: 103; PV pol inh FP z-score: 0.5

How did C[N+](C)(Cc1ccc(Cl)cc1)NCc1ccc(Cl)cc1 do in these assays?
PV pol inh: 101; PV pol inh FP z-score: -0.5

How did CCc1nc2ccc(C(=O)N3CCN(c4cccc(C)c4C)CC3)cc2nc1CC do in these assays?
PV pol inh: 95; PV pol inh FP z-score: -1.9

What do the screens show for `Cc1cc(=O)[nH]c(Nc2nc3ccccc3[nH]2)n1`?
PV pol inh: 102; PV pol inh FP z-score: 0.1

What do the screens show for `CNS(=O)(=O)c1cc(C(=O)N2CCN(c3ccccc3)CC2)ccc1OC`?
PV pol inh: 102; PV pol inh FP z-score: -0.1

Quoted at random: 2 compounds from above
How did O=C(COc1ccc(Cl)cc1Cl)OCC(=O)N1CCCc2ccccc21 do in these assays?
PV pol inh: 104; PV pol inh FP z-score: 1.4

What do the screens show for `O=C(NCCn1cnc2cccnc21)Nc1ccccc1-c1ccccc1`?
PV pol inh: 89; PV pol inh FP z-score: -2.6

(cont.)
What do the screens show for `Cc1cccn2c(=O)c3cc(C#N)c(=O)n(-c4nnc(SCc5ccccc5F)s4)c3nc12`?
PV pol inh: 107; PV pol inh FP z-score: 0

Results for COc1ccccc1NC(=O)CSc1nncn2c1cc1oc(C)cc12 ?
PV pol inh: 102; PV pol inh FP z-score: 0.2

Results for COc1ccccc1CNC(=O)c1ccccc1NC(=O)c1nsc2ccccc12 ?
PV pol inh: 102; PV pol inh FP z-score: -1.2

How did O=C(Oc1nc2ccccc2s1)c1ccccc1C(=O)c1ccccc1 do in these assays?
PV pol inh: 100; PV pol inh FP z-score: -0.4

How did Cc1ccc(S(=O)(=O)NCCc2cn3c(C)csc3n2)cc1 do in these assays?
PV pol inh: 115; PV pol inh FP z-score: 1.9

Results for COc1ccc2o/c(=N\O)c(C(N)=O)cc2c1 ?
PV pol inh: 102; PV pol inh FP z-score: 0.1

Results for COC(=O)c1ccc(S(=O)(=O)N2CCCN(C(=O)OC(C)(C)C)CC2)n1C ?
PV pol inh: 102; PV pol inh FP z-score: 0

Results for O=C(CSc1nnnn1-c1ccccc1)NCCC12CC3CC(CC(C3)C1)C2 ?
PV pol inh: 102; PV pol inh FP z-score: -0.1

Results for COc1cccc(/C=N/NC(=O)c2cccc(Cl)c2)c1O ?
PV pol inh: 102; PV pol inh FP z-score: 0.5

What do the screens show for `CCN(CC)S(=O)(=O)c1cccc(C(=O)N=Nc2c(O)[nH]c3ccccc23)c1`?
PV pol inh: 99; PV pol inh FP z-score: -0.5

Results for COc1ccc(CCN2C(=O)/C(=C/c3ccccc3Cl)SC2=S)cc1OC ?
PV pol inh: 102; PV pol inh FP z-score: 0

Results for CN1CCc2c(sc(NC(=O)CSc3ccccc3)c2-c2nc3ccccc3s2)C1 ?
PV pol inh: 94; PV pol inh FP z-score: -2.7

Results for O=C(NC(Cc1ccccc1)C(=O)N1CCCCC1)c1cccs1 (centres undefined) ?
PV pol inh: 103; PV pol inh FP z-score: 0.2

Results for CC(=O)Nc1cc(-c2ccc(Br)cc2)nn1Cc1ccc(Cl)cc1 ?
PV pol inh: 104; PV pol inh FP z-score: 0.1

Results for N#C/C(=C\c1ccc(O)cc1)C(N)=S ?
PV pol inh: 102; PV pol inh FP z-score: 0

How did O=c1cc(CSC2=NCCS2)nc2sccn12 do in these assays?
PV pol inh: 99; PV pol inh FP z-score: -1.4

How did CC(=O)[C@H]1CC[C@H]2[C@@H]3CCC4=CC(=O)CC[C@]4(C)[C@H]3CC[C@]12C do in these assays?
PV pol inh: 102; PV pol inh FP z-score: 0.3

What do the screens show for `C=CCNC(=O)c1ccc(OCCCC)cc1`?
PV pol inh: 101; PV pol inh FP z-score: 0.3

How did COc1ccc(CNCc2c(C(=O)O)c(C)n(Cc3ccccc3C)c2C)cc1OC do in these assays?
PV pol inh: 108; PV pol inh FP z-score: -0.1

Results for O=S(=O)(c1ccc(Cl)cc1)c1nc(-c2ccccc2Br)oc1NCc1ccccc1 ?
PV pol inh: 108; PV pol inh FP z-score: 0.7

Results for CCOC(=O)c1cn[nH]c1NC(=S)Nc1ccccc1 ?
PV pol inh: 97; PV pol inh FP z-score: -0.6

Results for CCOc1ccc(CCNC(=O)C2COc3ccccc3C2)cc1OCC (centres undefined) ?
PV pol inh: 112; PV pol inh FP z-score: 1.2

Results for Cc1cc(C(=O)Nc2cccc3ncccc23)no1 ?
PV pol inh: 106; PV pol inh FP z-score: 0.4

How did CC(C)c1ccc(N(CC(=O)Nc2ccc3c(c2)n(C)c(=O)n3C)S(C)(=O)=O)cc1 do in these assays?
PV pol inh: 101; PV pol inh FP z-score: -0.3

What do the screens show for `N#CC1(NC(=O)Cn2cc(Br)ccc2=O)CCCC1`?
PV pol inh: 104; PV pol inh FP z-score: 0.2

What do the screens show for `O=C(CCSc1nc(-c2ccco2)cc(C(F)(F)F)n1)NCCN1CCOCC1`?
PV pol inh: 102; PV pol inh FP z-score: 0.6

Results for Cc1ccccc1NC(=S)NN1CCN(C)CC1 ?
PV pol inh: 109; PV pol inh FP z-score: 0.8

Results for CC1(C)NC(=O)N(CC(O)CNC23CC4CC(CC(C4)C2)C3)C1=O (centres undefined) ?
PV pol inh: 101; PV pol inh FP z-score: 0.1

How did CCOCCCn1c(Sc2ncnc3c2oc2ccccc23)nc2ccccc2c1=O do in these assays?
PV pol inh: 97; PV pol inh FP z-score: -0.8

How did COC(=O)N/N=C(\C)c1ccc(C)c(C)c1 do in these assays?
PV pol inh: 103; PV pol inh FP z-score: 0.1

How did NC(=O)N1CCc2ccccc21 do in these assays?
PV pol inh: 101; PV pol inh FP z-score: -0.1

How did CCOC(=O)c1ccccc1NC(=O)c1ccccc1N(C)S(C)(=O)=O do in these assays?
PV pol inh: 101; PV pol inh FP z-score: 0.1

Results for O=C(CCSc1ccccc1Cl)NC1CCCCCC1 ?
PV pol inh: 102; PV pol inh FP z-score: 0

What do the screens show for `O=C(NCO)c1ccccc1`?
PV pol inh: 104; PV pol inh FP z-score: 1

Results for CCCC(=O)OCc1cnc(C)c2oc(=O)c(C(=O)Nc3ccccc3)cc12 ?
PV pol inh: 100; PV pol inh FP z-score: -0.8

Results for O=C(Cc1n[nH]c(=O)c2ccccc12)OCc1cc(=O)n2ccsc2n1 ?
PV pol inh: 99; PV pol inh FP z-score: -0.1

What do the screens show for `O=C(Nc1ccccc1Cl)N1CCSc2ccccc21`?
PV pol inh: 104; PV pol inh FP z-score: 0.2

Results for O=C(CN1C(=O)CC(c2ccco2)Sc2ccccc21)Nc1ccc(OC(F)(F)F)cc1 (centres undefined) ?
PV pol inh: 104; PV pol inh FP z-score: 0

Results for O=C(COC(=O)c1cccnc1Cl)c1cccc(Cl)c1 ?
PV pol inh: 102; PV pol inh FP z-score: 0.1

What do the screens show for `COc1ccc(Nc2nc(-c3ccc(OC)cc3)no2)cc1`?
PV pol inh: 105; PV pol inh FP z-score: 0.9

How did CC(C)(C)c1ccc(-c2nnc(-c3ccccc3NC(=O)c3cccc(C(F)(F)F)c3)o2)cc1 do in these assays?
PV pol inh: 106; PV pol inh FP z-score: 0.5

Results for CCn1c(-c2c(Cl)c(C)nn2C)n[nH]c1=S ?
PV pol inh: 104; PV pol inh FP z-score: 0.4

How did Cc1cccc(NC(=O)Cn2c(=O)n(-c3ccc(F)cc3)c(=O)c3sccc32)c1 do in these assays?
PV pol inh: 101; PV pol inh FP z-score: -0.4

How did Cc1cccc(C)c1NC(=O)CCCN1CC(C)OC(C)C1 (centres undefined) do in these assays?
PV pol inh: 102; PV pol inh FP z-score: 0.2

How did CC1CC(=O)Nc2ccccc2N1C(=O)Nc1ccccc1 (centres undefined) do in these assays?
PV pol inh: 101; PV pol inh FP z-score: -0.1

Results for O=C(C(c1ccccc1)c1ccccc1)N1CCNCC1 ?
PV pol inh: 101; PV pol inh FP z-score: -0.2

Results for COc1ccc(CCNc2nc3ccccc3c3nc(-c4cccc(C)c4)nn23)cc1OC ?
PV pol inh: 103; PV pol inh FP z-score: -0.2

How did Nc1nnc2sc(SCC(=O)O)nn2c1=O do in these assays?
PV pol inh: 105; PV pol inh FP z-score: 1.1

Results for Cc1ccc(NCCCCO)c(C)c1 ?
PV pol inh: 100; PV pol inh FP z-score: -0.7

Results for Cc1onc(-c2c(Cl)cccc2Cl)c1/C(N)=N/OC(=O)C(C)(C)C ?
PV pol inh: 104; PV pol inh FP z-score: 0.7

Results for O=C1CCN(C(=O)Cn2c(C(F)(F)F)nc3ccccc32)CC1 ?
PV pol inh: 102; PV pol inh FP z-score: -0.3

Results for COC(=O)c1sc(N)c(C(=O)OC)c1COC(=O)[C@H](C)N=C1NS(=O)(=O)c2ccccc21 ?
PV pol inh: 107; PV pol inh FP z-score: 0.6

Results for CCC1CCCCN1C(=O)CSc1nc2ccccc2[nH]1 (centres undefined) ?
PV pol inh: 100; PV pol inh FP z-score: -0.6

Results for CNC(=O)CSc1nc(-c2ccccc2)c(-c2ccccc2)[nH]1 ?
PV pol inh: 102; PV pol inh FP z-score: 0

What do the screens show for `O=c1ccc(-c2ccc(S(=O)(=O)N3CCc4ccccc43)o2)n[nH]1`?
PV pol inh: 102; PV pol inh FP z-score: 0.6

Results for Cc1c(C(=O)N2CCCC2)oc2ccc3c(c12)C(O)CC(C)(C)O3 (centres undefined) ?
PV pol inh: 103; PV pol inh FP z-score: 0.3

What do the screens show for `CCCC(=O)OCc1cnc(C)c2oc(=O)c(C(=O)Nc3ccc(F)cc3C)cc12`?
PV pol inh: 108; PV pol inh FP z-score: 0.3

How did CCOC(=O)c1c(C)c(=O)oc2c1c(=O)[nH]n2-c1ccccc1 do in these assays?
PV pol inh: 98; PV pol inh FP z-score: -0.9

How did Cc1nnc(SCC(=O)N(C2CCCCC2)C2CCCCC2)[nH]c1=O do in these assays?
PV pol inh: 102; PV pol inh FP z-score: 0.1

What do the screens show for `COc1ccccc1N1CCN(C2=Nc3cccc4cccc2c34)CC1`?
PV pol inh: 127; PV pol inh FP z-score: 2.4

A portion of the results above, as a working copy:
Results for O=C(C(c1ccccc1)c1ccccc1)N1CCNCC1 ?
PV pol inh: 101; PV pol inh FP z-score: -0.2

Results for COc1ccc(CCNc2nc3ccccc3c3nc(-c4cccc(C)c4)nn23)cc1OC ?
PV pol inh: 103; PV pol inh FP z-score: -0.2

How did Nc1nnc2sc(SCC(=O)O)nn2c1=O do in these assays?
PV pol inh: 105; PV pol inh FP z-score: 1.1

Results for Cc1ccc(NCCCCO)c(C)c1 ?
PV pol inh: 100; PV pol inh FP z-score: -0.7

Going on with the list:
How did NC(N)=NOCC[C@H](N)C(=O)O do in these assays?
PV pol inh: 100; PV pol inh FP z-score: 0

Results for CCOC(=O)c1c(Cc2ccc(Cl)cc2)c[nH]c1C ?
PV pol inh: 100; PV pol inh FP z-score: -0.2

What do the screens show for `COc1ccc(C(=O)Nc2ccccc2SCc2cc(=O)c3cccc(C)c3[nH]2)cc1`?
PV pol inh: 102; PV pol inh FP z-score: -0.9

How did O=C(O)c1cnn2c(C(F)(F)F)cc(-c3ccco3)nc12 do in these assays?
PV pol inh: 99; PV pol inh FP z-score: -1.2

What do the screens show for `COc1ccc(CCNC(=O)CN(c2ccccc2OC)S(=O)(=O)c2ccc(C)cc2)cc1`?
PV pol inh: 101; PV pol inh FP z-score: -1.1

How did CCOC(=O)c1c(C)[nH]c(C)c1S(=O)(=O)N1CCC(C(=O)Nc2ccc(C)cn2)CC1 do in these assays?
PV pol inh: 115; PV pol inh FP z-score: 0.6

Bioassay records as filed in PubChem.
